# Screening data from PubChem.
# PfHsp90 set2: inhibits growth of yeast expressing Plasmodium falciparum Hsp90; S. cerevisiae expressing PfHsp90, BacTiter-Glo ATP, 48 h; yeast lacking PDR1 and PDR3 efflux regulators; inhibition, % at 9.4 µM; actives 0.32% (n = 310,000);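 active = every replicate shows inhibition above about 80%, whatever the replicate mean, limit read from the data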;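 note: 0% = DMSO neutral controls and 100% = 20 µM radicicol positive controls; yeast relying on Plasmodium falciparum Hsp90 in place of its own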
# OPRM1-OPRD1 inv: inverse agonist of human OPRM1-OPRD1 heterodimerization | P35372+P41143 | cell-based MOR-DOR heterodimer luminescence, inverse agonism | inhibition, % at 9.3 µM | actives 0.21% (n = 340,000); in the data active = inhibition above about 22%, passing the limit was not always enough;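 note: 0% = cells with DMSO and 100% = wells without cells with DMSO; values of inactives mirror those of a sister screen read the other way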
# Target sequence (P35372 whole entry, looked up): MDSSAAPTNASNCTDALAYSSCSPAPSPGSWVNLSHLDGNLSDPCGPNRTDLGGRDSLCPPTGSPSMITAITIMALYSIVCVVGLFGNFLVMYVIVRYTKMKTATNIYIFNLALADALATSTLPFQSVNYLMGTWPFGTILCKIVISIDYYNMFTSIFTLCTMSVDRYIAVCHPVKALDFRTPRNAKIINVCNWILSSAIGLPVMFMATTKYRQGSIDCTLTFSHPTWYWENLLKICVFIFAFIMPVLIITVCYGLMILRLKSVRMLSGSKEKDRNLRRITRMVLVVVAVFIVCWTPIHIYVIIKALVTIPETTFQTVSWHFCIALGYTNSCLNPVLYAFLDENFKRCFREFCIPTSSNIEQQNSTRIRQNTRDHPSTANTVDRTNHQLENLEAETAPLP
# Target sequence (P41143 whole entry, looked up): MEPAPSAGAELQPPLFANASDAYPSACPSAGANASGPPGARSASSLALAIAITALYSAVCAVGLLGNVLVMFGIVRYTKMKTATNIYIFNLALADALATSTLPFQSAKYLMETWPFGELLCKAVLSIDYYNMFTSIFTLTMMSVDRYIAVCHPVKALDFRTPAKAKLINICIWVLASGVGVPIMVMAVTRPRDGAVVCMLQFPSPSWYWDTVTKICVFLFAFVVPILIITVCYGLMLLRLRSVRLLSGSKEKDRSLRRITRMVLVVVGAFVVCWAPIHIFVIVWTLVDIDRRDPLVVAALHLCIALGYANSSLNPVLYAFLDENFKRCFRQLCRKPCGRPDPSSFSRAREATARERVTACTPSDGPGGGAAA
# PKA-R1A activ: activates the PKA-R1A holoenzyme complex. AID 504707. P00514+P68181. actives 0.083% (n = 340,000). activation, % at 11.4 µM. PKA-R1A dissociation, Cy5-IP20 fluorescence polarization; scaled: DMSO 0%, 113 µM cGMP 100%;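 active = percent activation above the mean of all tested compounds plus 3 SD, cut at about 19% in these data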;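 note: higher means more PKAc released from R1A so a rise in polarization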
# phage Ecoli inh: E. coli growth loss with phage present. actives 0.26% (n = 360,000). growth absorbance. inhibition, % at 11.9 µM; in the data active = inhibition above about 11%
# SUMO Mot1 rescue: inhibitors of SUMOylation pathway: yeast Mot1-301 growth rescue. S. cerevisiae Mot1-301 growth rescue, ATP luminescence, 38.5C; percent above DMSO median, 100 means doubled. AID 2716. actives 1% (n = 320,000). growth rescue, % at 18.8 µM;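 active = every valid replicate shows activation above 250% relative to neutral control wells; inactive = the rest, any valid replicate at or below 250%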;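 note: OY570 slx delta 5 strain wells were the positive control but not used for scaling; some compounds called inactive have numbers as strong as hits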
# HTR5A inv ag: inverse agonist of human HTR5A in OPRM1-OPRD1 counter-screen; P47898; HTR5A cell line, luminescence, inverse agonism; inhibition, % at 9.3 µM; actives 0.083% (n = 340,000); AID 504634; in the data active = inhibition mostly above about 23%, no sharp cut-off; inactive = mostly below about 18%;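 note: 0% = cells with DMSO and 100% = no-cell wells with DMSO; some compounds called inactive have numbers as strong as hits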
# E coli growth: reduces bacterial viability in AddAB counter-screen; actives 0.27% (n = 330,000); E. coli V3065 growth, OD600 absorbance, 18 h; inhibition, % at 11.9 µM; AID 449728;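 active = inhibition above the campaign's mean inhibition across all tested compounds plus 3 SD, cut at about 9.9% in these data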;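 note: uninfected addAB+ strain grown without phage in ampicillin broth; 0% = DMSO wells and 100% = ciprofloxacin 0.95 µg/ml wells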
# AddAB inh: less growth of phage-infected E. coli with AddAB. inhibition, % at 11.9 µM. E. coli expressing H. pylori AddAB, absorbance growth. actives 0.29% (n = 330,000). AID 435030; in the data active = inhibition above about 12%;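 note: 0% = vehicle wells of infected cells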
# Tat export inh: E. coli Tat transport inhibition | inhibition, % at 10 µM | actives 0.036% (n = 340,000) | E. coli MC4100 TorA-mCherry Tat export, fluorescence;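 active = mean replicate inhibition at least 50% and at least half of replicates individually reaching 50%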;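 note: exported cargo escapes ClpAP degradation while cytoplasmic cargo is degraded and loses fluorescence; 0% = median of neutral control wells and 100% = median of NaSCN control wells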
# PKA-R2B act: activators of human PKA-R2B complex | P22694+P31323 | PKA-R2B holoenzyme dissociation, Cy5-IP20 fluorescence polarization; R2B truncated from residue 108, S112A mutant; 0% DMSO only, 100% 113 µM cGMP | activation, % at 11.4 µM | actives 0.079% (n = 340,000) | AID 504700;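 active = activation above a cutoff set at the mean over all compounds plus 3 SD, cut at about 18% in these data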;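 note: higher means more holoenzyme dissociation and a rise in polarization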
# OPRM1-OPRD1 ag: OPRM1-OPRD1 heterodimerization agonism | P35372+P41143 | cells, luminescence | activation, % at 9.3 µM | actives 0.3% (n = 340,000); in the data active = activation above about 18%;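 note: 0% = vehicle-treated cells and 100% = reference agonist; values of inactives mirror those of a sister screen read the other way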
# Numbers without * were called inactive; . = not tested or not shown.
SMILES,PfHsp90 set2,OPRM1-OPRD1 inv,PKA-R1A activ,phage Ecoli inh,SUMO Mot1 rescue,HTR5A inv ag,E coli growth,AddAB inh,Tat export inh,PKA-R2B act,OPRM1-OPRD1 ag
Cc1ccc(SCC(=O)N2c3ccccc3Sc3ccccc32)cc1,-3,-19,14,3.8,93,-14,0.4,-1.1,1,3,3.3
N#CNC(=Nc1cccc(Cl)c1)Oc1ccccc1,-17,8,17,0.4,-10,15,2.4,3.9,6,16,-1.4
CCN(CC)CCCNC(=O)c1nn(-c2cccc(OC)c2)c(=O)c2ccccc12,0,13,1,0.2,3,9,1.4,4.4,3,3,-3.0
CN(C(=O)CSc1cc(Cl)ccc1Cl)C1CCS(=O)(=O)C1 (stereo not drawn),.,11,7,1.5,-9,2,-3.0,-2.5,-8,0,-2.1
COC(=O)[C@H](CCSC)NC(=O)N1CCN(c2cccc(C(F)(F)F)c2)CC1,.,-9,-4,0.6,8,-6,-1.3,2.3,1,2,1.7
CN(C)S(=O)(=O)c1cccc(-c2nnc(-c3ccccc3)o2)c1,-19,11,-7,.,-19,-5,-4.9,-0.3,19,-7,-2.0
O=S(=O)(Cc1cc(-c2ccccc2)no1)c1ccccc1,16,10,6,2.5,643*,-34,3.1,5.3,3,-10,-2.0
O=C(O)CSCC(=O)Nc1ccccn1,-14,8,-4,4.3,10,20,-1.7,0.2,-1,-3,-1.5
Cc1ccccc1SCC(=O)Nc1ccc(N2CCOCC2)cc1,-6,10,1,-1.1,.,-4,3.5,3.9,-2,-16,-2.0
CCn1c(-c2cccnc2Cl)nc2cc(Cl)c(Cl)cc21,5,4,-12,3.9,-1,6,0.8,0.8,-3,-1,-0.7
Cc1ccc(NC(=O)CN(C)C(=O)/C=C/c2cccc(F)c2)cc1,.,-3,-4,2.6,30,4,0.7,-1.0,-7,6,0.7
COc1cccc(-c2noc(Cn3nc(C)c([N+](=O)[O-])c3C)n2)c1,14,-3,-3,0.9,-5,-23,2.1,4.7,-5,-7,0.6

# Single entries from above:
# O=C(O)CSCC(=O)Nc1ccccn1 in OPRM1-OPRD1 ag = -1.5
# N#CNC(=Nc1cccc(Cl)c1)Oc1ccccc1 in OPRM1-OPRD1 inv = 8
# COc1cccc(-c2noc(Cn3nc(C)c([N+](=O)[O-])c3C)n2)c1 in Tat export inh = -5
# O=S(=O)(Cc1cc(-c2ccccc2)no1)c1ccccc1 in SUMO Mot1 rescue = 643*
# CN(C)S(=O)(=O)c1cccc(-c2nnc(-c3ccccc3)o2)c1 in SUMO Mot1 rescue = -19
# CCN(CC)CCCNC(=O)c1nn(-c2cccc(OC)c2)c(=O)c2ccccc12 in PKA-R2B act = 3
# COC(=O)[C@H](CCSC)NC(=O)N1CCN(c2cccc(C(F)(F)F)c2)CC1 in OPRM1-OPRD1 inv = -9

# Going on with the list.
SMILES,PfHsp90 set2,OPRM1-OPRD1 inv,PKA-R1A activ,phage Ecoli inh,SUMO Mot1 rescue,HTR5A inv ag,E coli growth,AddAB inh,Tat export inh,PKA-R2B act,OPRM1-OPRD1 ag
COc1ccc(C(NC(=O)/C=C/c2ccco2)c2ccc(OC)cc2)cc1,5,-21,2,5.2,11,-7,-0.6,-1.7,2,-8,3.1
O=C(CSCc1cccc(CSCC(=O)Nc2ccc3ccccc3c2)n1)Nc1ccc2ccccc2c1,-48,-8,-8,1.1,.,-8,-0.2,0.6,0,13,1.4
Cc1ccc2occ(/C=C/C(=O)O)c(=O)c2c1,3,17,-1,0.2,36,5,-0.9,3.2,-3,-9,-3.8
COc1ccc(S(=O)(=O)N2CCCCCC2)cc1N(C)S(=O)(=O)c1ccc(Cl)cc1,23,2,-11,-0.5,-1,-7,-1.4,-1.1,-4,1,-0.4
CCOc1ccc(S(=O)(=O)NCCc2ccccn2)cc1,.,19,0,4.4,-9,-13,1.3,2.5,6,-2,-3.7
CN(Cc1ccc(C(C)(C)C)cc1)C(=O)C1CCN(C(=O)Nc2ccccc2)CC1,.,0,6,4.0,128,-6,3.0,4.2,0,-1,0.0
Cc1nn(C)c(Cl)c1CN1CCCC(C(=O)Nc2cccc(-n3cccn3)c2)C1 (stereo not drawn),5,12,2,-0.2,4,6,0.8,-0.6,4,-4,-3.0
COc1ccccc1NC(=O)CC1S/C(=N/N=C(\C)C2CCCCC2)NC1=O (stereo not drawn),17,10,10,2.1,-21,-8,1.9,3.9,14,-1,-2.4
O=C(N/N=C/C(Cl)=C\c1ccccc1)c1cccs1,6,-53,-4,1.2,22,-12,1.4,4.5,2,-3,10
CC(C)(C)NC(=O)COc1ccc(CNc2ccc3[nH]c(=O)[nH]c3c2)cc1,.,-14,-6,1.6,-1,4,-1.7,-2.0,1,7,2.9
Cc1ncoc1C(=O)NCc1ccccc1Cl,-2,-2,-3,.,-1,-6,-0.7,-0.8,2,-1,0.3
COc1cccc(CC2(CO)CCCN(Cc3ccc4c(c3)OCCO4)C2)c1 (stereo not drawn),.,11,0,2.2,8,1,-1.3,-1.1,2,-7,-2.1
O=C(C1=C(O)C(=O)N(Cc2ccco2)C1c1cccc([N+](=O)[O-])c1)c1ccco1 (stereo not drawn),-12,10,-1,1.0,0,-18,-0.4,1.3,-10,0,-1.5
O=C(c1cc([N+](=O)[O-])ccc1N1CCCC1)N1CCCC1,0,2,9,3.2,-20,-10,1.0,2.7,5,5,-0.3
COc1ccc(NC(=O)CSc2ncnc3sc(C)cc23)cc1,24,10,3,-1.3,110,-4,1.3,3.1,1,-6,-1.9
N=c1c2c(-c3ccccc3)c(-c3ccccc3)oc2ncn1CCN1CCOCC1,.,-6,-10,0.6,-10,-13,-1.6,1.1,8,-11,1.0
COc1ccc(CN(Cc2ccccn2)C(=O)CN2C(=O)C(C)Oc3ccccc32)cc1 (stereo not drawn),-14,10,-8,2.3,-4,26,-1.1,0.3,-2,-11,-1.9
COc1ccc(S(=O)(=O)N2CCC(=O)N2)cc1,11,25,-5,2.2,16,-14,-0.5,2.9,14,2,-4.0
CC(C)CN1CCN(Cc2c[nH]c3ccccc23)CC1CCO (stereo not drawn),16,13,12,0.2,8,-14,-1.6,-1.4,-4,6,-2.5
C[C@H]1CN=C(Nc2ccccc2)N1CCC1CCCC1,-17,7,2,1.0,921*,5,1.2,2.9,15,-4,-1.3
O=[N+]([O-])c1ccc(Cc2ccccn2)c([N+](=O)[O-])c1,-15,-6,3,2.5,-2,11,0.0,3.3,-1,11,1.2
CC1CCCN(CCOc2cccc(Oc3ccccc3)c2)C1 (stereo not drawn),4,-5,-9,1.8,78,-4,2.3,-0.9,4,-11,1.0
O=C(NCc1ccc(F)cc1Cl)C1CC(=O)N(C2CCCCCCC2)C1 (stereo not drawn),-1,11,-6,1.8,-7,-15,-3.6,-0.3,2,3,-2.1
COc1ccc(-c2cc(C3CC3)nc(SCC(=O)c3cccs3)c2C#N)cc1,5,7,-14,1.0,15,25,-1.6,5.1,16,-10,-1.6

# Retrieved by compound from the list above:
SMILES,PfHsp90 set2,OPRM1-OPRD1 inv,PKA-R1A activ,phage Ecoli inh,SUMO Mot1 rescue,HTR5A inv ag,E coli growth,AddAB inh,Tat export inh,PKA-R2B act,OPRM1-OPRD1 ag
CC1CCCN(CCOc2cccc(Oc3ccccc3)c2)C1 (stereo not drawn),4,-5,-9,1.8,78,-4,2.3,-0.9,4,-11,1.0
COc1ccc(S(=O)(=O)N2CCC(=O)N2)cc1,11,25,-5,2.2,16,-14,-0.5,2.9,14,2,-4.0
N=c1c2c(-c3ccccc3)c(-c3ccccc3)oc2ncn1CCN1CCOCC1,.,-6,-10,0.6,-10,-13,-1.6,1.1,8,-11,1.0
O=C(C1=C(O)C(=O)N(Cc2ccco2)C1c1cccc([N+](=O)[O-])c1)c1ccco1 (stereo not drawn),-12,10,-1,1.0,0,-18,-0.4,1.3,-10,0,-1.5
O=C(c1cc([N+](=O)[O-])ccc1N1CCCC1)N1CCCC1,0,2,9,3.2,-20,-10,1.0,2.7,5,5,-0.3

# (more compounds)
SMILES,PfHsp90 set2,OPRM1-OPRD1 inv,PKA-R1A activ,phage Ecoli inh,SUMO Mot1 rescue,HTR5A inv ag,E coli growth,AddAB inh,Tat export inh,PKA-R2B act,OPRM1-OPRD1 ag
CC1Oc2ccccc2C=C1/C=N/NC(=O)[C@@H](C)NC(=O)OC(C)(C)C (stereo partly drawn),-19,4,-2,-1.7,8,-20,1.2,2.2,-8,10,-0.9
Cc1ccc2nc(-c3ccc(NC(=O)Cc4cccs4)cc3)[nH]c2c1,.,-135,-4,-0.4,-12,18,-0.3,5.5,0,3,23*
CN(C)N1C(N)=C(C#N)C(c2cccnc2)C2=C1CCCC2=O (stereo not drawn),1,-4,-9,-0.6,-10,17,-2.6,1.9,10,3,0.8
CC1C=CC(C)C(C(=O)O)C1C(=O)O (stereo not drawn),.,11,0,2.0,-14,-28,1.9,-0.8,1,7,-2.1
CCn1nnc2c(=O)oc3ccccc3c21,-2,5,5,3.4,-11,2,-2.6,-0.2,-1,7,-0.9
COc1cc(C(=O)CSc2nnc(-c3ccc(O)cc3)n2CC2CCCO2)ccc1NC(C)=O (stereo not drawn),0,8,3,1.4,-2,-10,0.7,1.1,-7,4,-1.3
Cc1nnc(C)n1/N=C/c1ccc(C(=O)O)cc1,.,6,7,2.0,-37,-17,0.5,1.1,-4,-2,-1.1
O=C(Nc1cccc(-c2cc3ccccc3oc2=O)c1)c1ccc(Br)o1,5,2,-8,1.8,39,-8,0.8,-0.7,7,-1,-0.3
CC(OC(=O)c1nccnc1N)C(=O)Nc1ccc(S(=O)(=O)N2CCCC2)cc1 (stereo not drawn),10,-8,-10,2.0,-2,-5,0.6,1.1,5,-5,1.2
N#Cc1ccc(OCC(=O)N2CCN(S(=O)(=O)c3cccc(Cl)c3)CC2)cc1,9,-13,5,0.8,12,-5,0.5,0.6,-9,-6,3.2
CCOC(=O)c1sc(NC(=O)CN2CCCC2)c(C(=O)OCC)c1C,.,-4,-1,0.4,5,-4,-2.0,0.9,-3,-6,0.8
O=C(CCN1C(=O)[C@H]2CC=CC[C@H]2C1=O)NCc1nc(-c2ccccc2)no1,14,5,2,0.8,4,-5,2.1,2.3,7,5,-0.9
C/C(=N\NC(=S)Nc1c(C)cccc1C)c1ccc(O)cc1,20,8,0,2.9,-6,9,2.3,1.6,-2,-1,-1.6
O=C(Cc1ccccc1F)Nc1nc(-c2cccs2)cs1,-8,-30,-7,1.8,40,1,-2.1,0.4,5,-2,5.0
COc1ccccc1C=NN=C1c2ccccc2-c2ccccc21,26,-12,-1,2.7,.,5,.,.,0,4,2.8
O=C(Nc1nccs1)c1ccc(-c2ccc([N+](=O)[O-])cc2)o1,-32,15,-4,4.1,-1,2,0.0,3.6,-5,-7,-2.8
O=C(NCc1ccccc1)Nc1cccn(Cc2ccc(Cl)cc2)c1=O,2,6,1,-0.4,.,-30,2.1,0.8,-8,-17,-1.2
CSc1cccc(NC(=O)C2C3C=CC4(O3)C2C(=O)N(CCCN2CCOCC2)C4C(=O)NC2CCCCC2)c1 (stereo not drawn),-2,-4,-6,-0.6,-4,2,-0.4,0.9,-1,-4,0.5
Cc1c[n+]([O-])cc(C)c1Oc1ccccc1,-5,7,4,1.3,-2,-6,1.0,-0.3,4,10,-1.3
